Assay outcomes: PubChem, several laboratories
PERK inh: inhibitors of human PERK kinase; inhibition, % at 5.6 µM; CHO PERK-DD fusion, SEAP luminescence translation reporter; 220,000 tested, 0.17% active; Q9NZJ5;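 active = inhibition above the mean inhibition of all tested compounds plus 3 SD, set separately per screening campaign, cut at about 2.9% in these data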;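 also: PERK kinase domain activated by AP20187 dimerizer at 100 nM; 0% = DMSO with dimerizer and 100% = rapamycin at 8.4 µM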
zVAD death inh: L929 zVAD cell death inhibition; L929 zVAD necroptosis rescue, ATP luminescence, 24 h; with zVAD 60 µM; viability rescue, % at 10 µM; 220,000 tested, 0.38% active;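 active = activation, scaled between plate controls, above about 75%, limit read from the data; inactive = activation under that limit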;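 also: 0% = zVAD with DMSO and 100% = DMSO alone without zVAD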
Hck-Nef inh: inhibitors of human Hck kinase activated by Nef. Recombinant Hck-YEEI plus Nef, Z-Lyte FRET kinase assay. inhibition, % at 20 µM. 220,000 tested, 0.68% active. AID 463187;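 active = Hck-Nef kinase inhibition above about 50%, limit read from the data; inactive = inhibition below that limit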;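 also: 0% = DMSO with Hck plus Nef and 100% = Hck alone without Nef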
Target sequence (P08631 whole entry, looked up): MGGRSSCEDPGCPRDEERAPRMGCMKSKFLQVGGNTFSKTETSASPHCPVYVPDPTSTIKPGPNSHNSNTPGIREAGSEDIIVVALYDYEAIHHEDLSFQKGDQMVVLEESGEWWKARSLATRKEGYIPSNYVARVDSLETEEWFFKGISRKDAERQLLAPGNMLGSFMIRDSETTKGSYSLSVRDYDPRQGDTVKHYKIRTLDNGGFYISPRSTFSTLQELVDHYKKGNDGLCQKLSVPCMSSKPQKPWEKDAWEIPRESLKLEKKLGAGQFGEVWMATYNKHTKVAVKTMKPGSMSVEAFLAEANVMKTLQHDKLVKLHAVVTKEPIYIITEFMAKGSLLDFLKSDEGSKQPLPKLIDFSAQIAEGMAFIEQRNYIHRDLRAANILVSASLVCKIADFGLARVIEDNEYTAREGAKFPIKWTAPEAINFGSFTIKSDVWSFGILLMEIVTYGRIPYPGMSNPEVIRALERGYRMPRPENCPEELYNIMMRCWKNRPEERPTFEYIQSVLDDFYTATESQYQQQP
Runt-CBFb FRET: inhibitors of human RUNX1 Runt domain binding to CBFb; 220,000 tested, 0.46% active; AID 1496; Q01196+Q13951; Cerulean-Runt/Venus-CBFb FRET ratio 530/480, 1 h; inhibition, % at 20 µM;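 active = inhibition over about 50% at 20 µM in the single-dose screen, limit read from the data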;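 also: 0% = DMSO wells and 100% = excess unlabeled CBFb competitor control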
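Assay system: Cerulean-Runt domain fusion protein, energy donor; Signal: fluorescence energy transfer, 422 nm excitation, 530/480 nm emission; Timing: 1 h compound exposure, room temperature; Control set: unlabeled CBFb; Medium: Tris buffer pH 7.5 with salts and BSA; Compound: single test concentration of 20 µM, 1% DMSO final; Probe or stimulus: Venus-CBFb 100 nM.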
Runt-SMMHC FRET: blocks binding of human RUNX1 Runt domain to CBFb-SMMHC | Q01196+Q13951 | Cerulean-Runt/Venus-CBFb-SMMHC FRET ratio 530/480, 1 h | inhibition, % at 20 µM | 220,000 tested, 0.74% active | AID 1434;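 active = mean inhibition across duplicate retests at 20 µM reaching about 50%, limit read from the data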;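 also: 0% = DMSO wells and 100% = wells with excess untagged CBFb-SMMHC; inhibitors lower the FRET ratio by blocking Runt binding to CBFb-SMMHC; some results filed as inactive read as strong as hits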
TNF necrop inh: blocks TNF-alpha induced death of Jurkat FADD-/- cells. Jurkat FADD-/- TNF necroptosis rescue, ATP luminescence, 24 h; 0 = TNF only, 100 = no-TNF cells. activation (protection from cell death), % at 10 µM. 220,000 tested, 0.068% active. AID 463075;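 active = activation, meaning protection from cell death, of at least 50% relative to plate controls; inactive = activation below 50%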;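 also: necroptosis triggered by 40 ng/mL TNF-alpha added together with compound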
PGE2 EP2 inh: EP2 receptor (human) inhibition; P43116; C6 glioma cells expressing human EP2, cAMP TR-FRET; cells stimulated with saturating PGE2; inhibition, % at 25 µM; 260,000 tested, 0.52% active;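 active = percent inhibition above 40 after rounding to a whole number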;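 also: rat C6 glioma host cells with rolipram phosphodiesterase inhibitor present; the protocol text gives 20 µM as final concentration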
Target sequence (P43116 whole entry, looked up): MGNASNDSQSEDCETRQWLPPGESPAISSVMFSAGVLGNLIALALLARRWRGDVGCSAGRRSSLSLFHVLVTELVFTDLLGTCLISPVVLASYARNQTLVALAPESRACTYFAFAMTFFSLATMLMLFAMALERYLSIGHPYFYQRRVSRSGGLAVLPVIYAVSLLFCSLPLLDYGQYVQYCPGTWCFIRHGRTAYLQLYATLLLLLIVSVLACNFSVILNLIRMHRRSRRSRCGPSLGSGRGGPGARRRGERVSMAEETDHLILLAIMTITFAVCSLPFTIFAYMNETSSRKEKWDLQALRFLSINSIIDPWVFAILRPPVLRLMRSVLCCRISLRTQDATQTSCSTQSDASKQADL
RBBP9 inhibitor: blocks human serine hydrolase RBBP9; inhibition, % at 7.94 µM; O75884; recombinant RBBP9, FP-Rh probe fluorescence polarization; 220,000 tested, 0.2% active;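 active = inhibition above the campaign mean of all tested compounds plus 3 SD, cut at about 14% in these data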;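 also: plate controls were DMSO wells with RBBP9 for no effect and wells lacking RBBP9 protein for full effect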
Target sequence (O75884 whole entry, looked up): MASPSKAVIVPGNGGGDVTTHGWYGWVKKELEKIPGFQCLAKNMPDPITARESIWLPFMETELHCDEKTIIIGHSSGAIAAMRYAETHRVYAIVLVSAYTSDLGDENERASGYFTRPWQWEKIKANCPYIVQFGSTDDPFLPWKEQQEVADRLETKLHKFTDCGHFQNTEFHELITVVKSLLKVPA
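Test system: recombinant human RBBP9. Quantity: 2.5 µM RBBP9 dispensing solution, before mixing. Detection: FP readout at 525/598 nm. Reagent: Serine-hydrolase probe FP-Rh, 375 nM pre-mixing. Measure: % inhibition. Control set: DMSO-treated enzyme wells and wells lacking RBBP9. Buffer or medium: Tris-NaCl-Pluronic buffer, pH 8.0. Times: preincubation 30 min plus labeling 45 min at 25 °C.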
EP2 modulator: modulates human prostaglandin E2 receptor EP2 signaling; EP2-expressing cells, cAMP HTRF FRET, PGE2 co-stimulation; induction, % at 25 µM; AID 940; 260,000 tested, 0.83% active;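 active = compounds whose cAMP rise, as percent of the full-agonist control response, exceeds 60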;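 also: rat C6 glioma line stably carrying human EP2 under a CMV promoter; the protocol text gives 20 µM as final concentration; 100% = response of wells given 1 µM PGE2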
* = called active by the depositor; . = not tested or not shown; & = joins results of further samples. Not all compounds are listed; count on the stated rates, not on these rows.

SMILES	PERK inh	zVAD death inh	Hck-Nef inh	Runt-CBFb FRET	Runt-SMMHC FRET	TNF necrop inh	PGE2 EP2 inh	RBBP9 inhibitor	EP2 modulator
Cc1ccccc1Nc1nc(-c2sc(NC(=O)c3cccc(Cl)c3)nc2C)cs1	-0.8	0.0	0	7	10	1.5	11	-10	20
CCn1ncc(-c2csc(N)n2)c1C	0.4	1.2	0	2	-2	-0.3	4	2	-27
COc1ccc(NC(=O)C(c2ccc(OC)cc2)N(C)C(=O)Cc2cccs2)cc1 (stereo unspecified)	-0.1	.	4	1	0	0.2	10	2	29
O=C(CN1CCN(C(=O)c2ccco2)CC1)Nc1ccc(Cl)c(S(=O)(=O)N2CCOCC2)c1	0.6	-0.3	-12	0	2	-0.4	9	-5	0
COc1ccc2c(c1)nc(SCC(C)O)n2C (stereo unspecified)	0.6	1.4	1	4	-24	2.5	4	-8	3
COc1ccc(NC(=S)N(Cc2ccc(N(C)C)cc2)Cc2ccco2)cc1	-1.1	-0.2	2	2	0	0.6	7	-2	10
CCN(CC)c1ccc(-c2nn3c(-c4n[nH]c5c4CCC5)nnc3s2)cc1	-0.5	-0.3	61*	12	32	-11	26	3	33
O=C(NC(=S)Nc1ccc(Cc2ccncc2)cc1)c1ccccc1Cl	1.1	1.3	4	0	-6	1.3	10	-4	-1
O=C(/C=C/Nc1ccccc1C(F)(F)F)c1ccco1	-0.2	-1.0	16	.	.	-2.0	5	-5	-8
O=C(NCC1(N2CCCCC2)CCCCC1)c1ccc(S(=O)(=O)N2CCCC2)cc1	-0.7	0.5	8	2	-3	1.5	11	-8	9
CCc1nnc(N2C(=N)SCC2=O)s1	0.3	1.6	24	-2	-1	0.0	7	-7	27
COc1ccc(NC2=C(Cl)C(=O)N(CCc3ccccc3)C2=O)c(OC)c1	0.0	0.1	2	-1	-6	1.1	3	-3	-45
Cc1cc(C)nc(N2N=C(C(C)(C)C)CC2=O)n1	-1.6	-0.7	0	-2	-3	-0.1	3	-1	15
CCOC(=O)CSc1n[nH]c(-c2cccnc2)n1	0.3	0.7	1	-2	-1	-3.1	.	-5	-9
O=C(NCCCN1CCN(c2ccccc2F)CC1)C1CCCN(S(=O)(=O)c2cnc[nH]2)C1 (stereo unspecified)	0.7	0.2	6	1	-1	0.9	.	4	2
CCC/C(O)=C1\C(=O)CC(c2ccccc2)CC1=NC(C)C(=O)O (stereo unspecified)	0.8	0.8	0	-4	-1	1.3	9	4	1
Cc1ccc(S(=O)(=O)N2CCSC2C(=O)O)cc1 (stereo unspecified)	1.1	0.2	1	-2	-1	-1.3	17&6	0	-9&29
c1ccc2c(c1)ncn2-c1ccc(-c2ccnc3ncnn23)cc1	1.1	2.9	6	-1	-4	-4.0	1	-8	-44
CCOC(=O)CSc1nnc(CNC(=O)c2ccc(S(=O)(=O)N(C)C)cc2)n1C	1.9	0.5	12	2	-3	0.2	7	0	28
O=C(c1ccccc1[N+](=O)[O-])N1CC2C3C=CC(C3)C2C1 (stereo unspecified)	-0.5	2.4	21	0	4	-0.3	9	-4	12
Cc1ccc(-n2cc(C(=O)c3cc(Cl)ccc3O)cc(C#N)c2=O)cc1	0.6	-0.2	2	-2	0	1.8	9	-3	-24
COc1ccc(NC(=O)C(c2ccc(C)cc2)N(C)C(=O)c2ccc(=O)[nH]c2)cc1 (stereo unspecified)	0.9	0.7	5	0	4	1.8	2	3	-8
Cc1cc(C(=O)N2CCN(c3ccc([N+](=O)[O-])cc3)CC2)no1	-0.3	-0.7	-2	-4	-1	-1.0	8	-1	-2
Cc1cc(NC(=O)CSc2nc3cc(Cl)ccc3c(=O)n2Cc2ccco2)no1	-0.5	0.8	30	14	12	-0.7	27	2	-4
COc1cc(/C=C/C(=O)O)cc(S(=O)(=O)Nc2cccc(S(=O)(=O)N3CCOCC3)c2)c1OC	0.9	-0.3	16	0	0	0.8	6	2	-13

The list continues.
SMILES	PERK inh	zVAD death inh	Hck-Nef inh	Runt-CBFb FRET	Runt-SMMHC FRET	TNF necrop inh	PGE2 EP2 inh	RBBP9 inhibitor	EP2 modulator
Cc1ccc2nc(-c3ccc(NC(=O)C(C)N4C(=O)c5ccccc5C4=O)cc3)sc2c1 (stereo unspecified)	0.2	1.2	1	-1	1	0.7	8	1	-98
COc1ccc(O)c(C2=Nc3ccccc3N=C(c3ccco3)C2)c1	-0.5	0.1	1	-5	-20	-3.6	30	-4	24
O=C(CSc1ccc(-c2ccc(F)cc2)nn1)N1CCCCC1	-1.6	-0.3	0	-1	4	-0.4	8	-2	18
CCOC(=O)C1=NN(C(C)=O)C2(CC(=O)N(c3cc(C)cc(C)c3)C2=O)C1 (stereo unspecified)	-0.7	1.0	3	0	3	1.7	8	-5	12
CCN1CCc2c(OCc3ccccc3)cccc2C1=O	-0.6	0.3	35	0	-8	-0.5	9	-1	2
O=C(COC(=O)C1Cc2ccccc2CN1C(=O)c1ccccc1)Nc1ccc(SC(F)F)cc1 (stereo unspecified)	-0.3	1.1	-2	1	-3	-0.2	5	-1	9
CCn1c(Cc2ccccc2)nnc1SCC(=O)Nc1ccc2c(c1)OCCO2	-0.3	0.6	0	-1	-3	-0.5	8	-3	-4
O=c1sc(Nc2ccccc2)nc2ccccc12	0.6	-0.8	19	.	.	-0.8	11	-1	-4
Cc1cc(C)c(C#N)c(SCC(=O)Nc2ccccc2C(N)=O)n1	-0.7	1.1	3	-2	-10	-0.6	7	-12	-15
CCOC(=O)c1sc(NC(=O)/C=C/c2cnn(C)c2C)c(C(=O)OCC)c1C	-0.9	-0.1	2	-3	-2	-5.1	.	-9	12
COc1ccccc1N1CCN(C(=O)c2nn(-c3ccccc3OC)c(=O)c3ccccc23)CC1	-1.3	0.8	-5	-1	0	-2.2	8	-6	8
O=C(NNc1ccccn1)C(=O)NNS(=O)(=O)c1ccc(F)cc1	0.7	-0.3	15	9	2	1.6	4	-7	40
C#CCSc1nncn1C(=O)/C=C/c1ccccc1	0.9	0.2	-1	.	0	-7.9	8	0	-44
CCCN1C(=O)c2cc(C(=O)O)ccc2C1O (stereo unspecified)	1.1	0.3	17	0	0	-0.5	12	1	-6
COc1ccc(OC)c(NC(=S)N2CCC(C(O)(c3ccccc3)c3ccccc3)CC2)c1	-0.8	1.1	-1	-5	0	1.4	6	-5	-22
NC(N)=NS(=O)(=O)c1ccc(NC(=S)NC(=O)c2ccc(Br)cc2)cc1	-0.3	0.4	22	2	-4	-0.4	5	-6	-82
O=C(CCC(=O)Nc1ccccc1Cl)NNC(=O)c1ccco1	1.5	1.4	3	1	3	1.1	6	-6	10
CCOc1cc(-c2ccccc2)nc(N)n1	0.5	-0.2	1	-1	1	-1.6	3	-4	25
Nc1cc(=O)[nH]c(SCc2nc3ccccc3n2Cc2ccccc2)n1	1.9	-0.1	-2	-2	1	0.0	10	1	13
Nn1c(SC/C=C/c2ccccc2)nnc1-c1ccncc1	0.5	-1.3	5	0	5	-1.6	.	2	35
CCOC(=O)N1CCN(S(=O)(=O)c2ccc(C)c(C)c2C)CC1	-0.4	0.1	1	0	1	-0.3	10	-1	-10
Cc1cc(C)nc(SCc2nnc(SCC(=O)NCc3ccco3)n2-c2ccccc2)n1	-0.2	0.0	0	-1	-5	-2.1	14	-1	-10
CCOc1ccc(-c2nc(N)ncc2Oc2ccccc2Br)c(O)c1	-0.4	2.6	6	-2	2	-3.9	2	-12	0
CCCCNC(=O)N1CCOCCOCCN(C(=O)NCCCC)CCOCC1	0.5	0.6	-1	-1	0	-0.9	7	-2	8
O=C(NCc1ccc(F)cc1)C1CCN(c2cnccn2)CC1	0.4	1.1	19	0	-3	16	3&17	-4	6&-2

(listing goes on)
SMILES	PERK inh	zVAD death inh	Hck-Nef inh	Runt-CBFb FRET	Runt-SMMHC FRET	TNF necrop inh	PGE2 EP2 inh	RBBP9 inhibitor	EP2 modulator
O=C(CC(C(=O)NCc1ccccc1)c1nc2ccccc2c(=O)[nH]1)NCc1ccccc1 (stereo unspecified)	-1.3	-0.9	10	2	0	-0.5	10	-5	0
CN(C)c1ccc(NC(=O)CCCc2ccccc2)cc1	1.3	1.4	2	15	5	0.1	11	1	-10
Oc1ccc(CN2CCN(Cc3ccccc3)CC2)c2cccnc12	-0.1	4.7	2	.	.	-16	11&10	0	22&-33
COc1ccc(C(=O)/C=C/c2ccc(OC(=O)c3cc(OC)c(OC)c(OC)c3)cc2)cc1	-1.5	-0.1	6	-3	4	-1.1	3	0	10
Cn1c(=O)[nH]c(=O)c2c1nc(SCC(=O)Nc1ccccc1)n2Cc1ccccc1	0.1	-0.6	1	-2	-2	0.0	10	-4	-15
Cc1sc2ncnc(OCC(=O)c3ccc(S(=O)(=O)N4CCCC4)cc3)c2c1C	-0.8	0.5	0	-3	1	0.3	1	-3	-12
Cn1cccc1Cc1nnc(SCC(=O)Nc2cccc(Cl)c2)n1-c1ccc(F)cc1	-0.1	0.8	-2	3	1	1.9	8	-7	17
CCOC(=O)N1CCN(C(=O)NC2CCCCC2)CC1	1.2	0.5	1	-2	-9	-1.1	7	-5	22
CC(=O)n1cc([C@@H]2C=C(C(=O)N3CCOCC3)O[C@H](OCc3ccc(CO)cc3)C2)c2ccccc21	0.9	0.1	5	-1	-3	3.4	3	6	2
COCCNC(=O)c1csc2c1CCCC2	-0.4	0.0	0	0	-2	0.0	6	-4	6
C=CCn1c(=O)c2ccc(C(=O)NCc3ccccc3)cc2n(Cc2ccc(C)cc2)c1=O	0.6	.	-7	-2	-22	-0.3	2	-5	32
COc1ccc2c(C)cc(SCc3c(C)noc3C)nc2c1	-1.9	-0.1	-3	0	0	-1.5	4	-5	36
CCOC(=O)Cc1csc(NS(=O)(=O)c2ccc3ccccc3c2)n1	1.1	-0.1	3	-3	-3	0.1	9	-1	23
CCSc1nnc(Nc2ccccc2)s1	0.2	3.0	3	0	0	6.3	14	-4	-19
CC1=CC(C)(C)N(C(=O)CSc2nnc(-c3ccc(C)cc3)o2)c2ccc(C)cc21	-2.0	0.8	0	-4	-1	-0.2	6	-1	24
COC(=O)[C@@H]1CCCN1Cc1c(C(=O)N2CCOCC2)nc2c(C)cccn12	0.8	-0.2	10	-1	3	-0.4	5	-2	6
CC(C)=CCC/C(C)=C/C=N/NC(=O)c1ccc([N+](=O)[O-])cc1	0.1	1.1	-2	1	-2	2.3	4	-2	-24
N#CC(CO)(Cc1ccc(OC(F)F)cc1)c1nc2ccccc2[nH]1 (stereo unspecified)	0.1	0.3	2	-3	3	2.3	3	-1	-22
